TRPV1 agonist: human TRPV1 agonism; 320,000 tested, 0.19% active; activation, % at 8.33 µM; AID 540275; TRPV1-expressing cells, Fluo-8 calcium influx, agonist mode; Q8NER1; in the data active means activation above about 80%; inconclusive means between about 30% and that limit; further: 0% is about no effect
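TRPV1-expressing cells were cultured overnight at 35.5C and loaded with Fluo-8 calcium dye for 40 to 90 min at room temperature. After a 10 s baseline, compound was added and calcium influx was read kinetically for 3 min (ex 480/em 520 nm).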
AT treatment: candidate therapy for ataxia-telangiectasia; […] A-T fibroblasts, KAP-1 phosphorylation AlphaLISA; neocarzinostatin DNA damage 30 min before lysis; Potency, µM (series often up to 57.5 µM), inactives show at the top dose activation, hits mostly activators; 320,000 tested, 0.19% active; AID 485349; further: potency means the concentration at half of the fitted maximal effect; % of control where 0% means no effect; nearly all actives have a fitted effect of over 45% in size
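ATM-like activity read as KAP-1 phosphorylation via AlphaLISA donor/acceptor antibody pairs after lysis and 6 hr at 25C. Cells were ATM-null patient fibroblasts ([…], hTERT), dosed 60 min, then exposed to the DSB inducer NCS for 30 min.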
MBNL1 CUG block: blocks human MBNL1 binding to CUG repeat RNA; Q9NR56; TR-FRET MBNL1-His/biotin-(CUG)12 binding, 665/545 ratio; Potency, µM (top dose mostly 57.5 µM), for the others: at the top dose activity change, negative = inhibition, most hits filed as inhibitors; 280,000 tested, 0.036% active; AID 2675; active means well fitted inhibition curve with a large enough effect in the signal ratio, with a control signal flat, not every such curve was filed as active; inconclusive means small, poorly fitted or top-dose-only effect, or effect the other way, or a change in a side signal; inactive means no such curve, though single readings can be large or run the other way; the % refers to the signal ratio; further: potency means the concentration at half of the fitted maximal effect; on the % scale 0 is the no-effect control and ±100 the full control effect
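TR-FRET readout: Ex 340 nm, 665/545 nm emission ratio, normalized to buffer-only (basal) and MBNL1-(CUG)12 controls. Complex of MBNL1-His with Biotin-(CUG)12, compounds 92 nM–58 uM, incubated 60 min at room temperature.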
GALK inhibitor: galactokinase (human) inhibition | 270,000 tested, 0.007% active | P51570 | Potency, µM (series often up to 57.5 µM), inactives show at the top dose activity change, negative = inhibition, hits mostly inhibitors | Purified GALK, Kinase-Glo residual ATP luminescence; further: potency means the concentration at half of the fitted maximal effect; on the % scale 0 is the no-effect control and ±100 the full control effect
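Human GALK (5 nM) with 35 uM ATP and 100 uM galactose in 20 mM HEPES pH 8.0, 5 mM MgCl2, 60 mM NaCl, 1 mM DTT, 0.01% BSA. After 1 h at room temperature, leftover ATP was read by Kinase-Glo Plus luminescence.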
KCNH2 3.1 inh: inhibitors of human KCNH2 3.1 potassium channel isoform; U2OS KCNH2 3.1, thallium flux FluxOr; hits give low values; activity change, % (tested at about 1.8 µM); 340,000 tested, 0.95% active;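 active means maximum activity change below -70%; inconclusive means maximum activity change from -70% to -50%; inactive means maximum activity change above -50%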;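 further: thallium influx rate constant from kinetic fluorescence after stimulation buffer; on the % scale 0 is the no-effect control and ±100 the full control effect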
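Kinetic fluorescence (2 min after stimulation buffer) measures Tl+ influx through KCNH2 3.1 expressed by viral transduction in U2OS cells; the rate constant is normalized against DMSO controls serving as positive and negative references.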
Integrin act MD: activators of alpha7 integrin expression for muscular dystrophy; Potency, µM (doses to about 38.3 µM), without a hit: at the highest dose activation, hits mostly activators; alpha7betagal myoblasts, beta-gal FDG fluorescence, 48 h; 350,000 tested, 0.064% active;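 further: potency means the concentration at half of the fitted maximal effect; 100% = response of the positive control SU9516; nearly all actives have a fitted effect of over 60% in size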
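Alpha7betagal+/- myoblasts (passage 13) were plated 16-24 hr, then exposed to compounds (1:260 dilution of DMSO stock) for 48 hours at 37C. After MPER lysis, β-galactosidase reporter activity was read as FDG fluorescence (ex 480/em 540) after 30 minutes.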
FBPA coupling cs: coupling enzyme interference in Giardia aldolase counter-screen; coupling enzyme system counterscreen, AmpLite Red fluorescence; activity change, negative = inhibition, % at 58.2 µM, hits read low; 290,000 tested, 0.67% active; AID 2472; in the data active means activity change below about -30%; further: on the % scale 0 is the no-effect control and ±100 the full control effect
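Counterscreen lacking aldolase: glyceraldehyde-3-phosphate coupling-enzyme reagent preincubated 10 min at RT with compound (at 57.5 uM final), then substrate/coupling system with AmpLite Red added; fluorescence read at 525/598 nm after 20 min RT.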
CXXC DNA block: blocks binding of human MLL CXXC domain to DNA | Q03164 | MLL-CXXC / FITC-HOXA9 DNA fluorescence polarization | Potency, µM (doses to about 115 µM), for inactives: at the highest dose activity change, negative = inhibition, hits mostly inhibitors | 290,000 tested, 0.037% active; active means well fitted inhibition curve with a large enough effect in the polarisation, with a control signal flat, not every such curve was filed as active; inconclusive means small, poorly fitted or top-dose-only effect, or effect the other way, or a change in a side signal; inactive means no such curve, though single readings can be large or run the other way; the % refers to the polarisation; further: potency means the concentration at half of the fitted maximal effect
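Purified MLL-CXXC (added from a 7 uM solution) was preincubated 5 min at ambient with pinned compounds in 50 mM Tris-HCl pH 7.5, 50 mM NaCl, 1 mM DTT, 0.05% BSA. Fluorescein-labeled HOX-A9 DNA (50 nM solution) followed, 30 min, then polarization read.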
KCNH2 WT inh: inhibitors of human wildtype KCNH2 potassium channel; activity change, % at 1.84 µM; Q12809; 340,000 tested, 0.37% active; U2OS, BacMam KCNH2, thallium flux FluxOr; hits give low values;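 active means maximum activity change below -70%; inconclusive means maximum activity change between -70% and -50%; inactive means maximum activity change above -50%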; further: on the % scale 0 is the no-effect control and ±100 the full control effect
Target sequence (Q12809 whole entry, looked up): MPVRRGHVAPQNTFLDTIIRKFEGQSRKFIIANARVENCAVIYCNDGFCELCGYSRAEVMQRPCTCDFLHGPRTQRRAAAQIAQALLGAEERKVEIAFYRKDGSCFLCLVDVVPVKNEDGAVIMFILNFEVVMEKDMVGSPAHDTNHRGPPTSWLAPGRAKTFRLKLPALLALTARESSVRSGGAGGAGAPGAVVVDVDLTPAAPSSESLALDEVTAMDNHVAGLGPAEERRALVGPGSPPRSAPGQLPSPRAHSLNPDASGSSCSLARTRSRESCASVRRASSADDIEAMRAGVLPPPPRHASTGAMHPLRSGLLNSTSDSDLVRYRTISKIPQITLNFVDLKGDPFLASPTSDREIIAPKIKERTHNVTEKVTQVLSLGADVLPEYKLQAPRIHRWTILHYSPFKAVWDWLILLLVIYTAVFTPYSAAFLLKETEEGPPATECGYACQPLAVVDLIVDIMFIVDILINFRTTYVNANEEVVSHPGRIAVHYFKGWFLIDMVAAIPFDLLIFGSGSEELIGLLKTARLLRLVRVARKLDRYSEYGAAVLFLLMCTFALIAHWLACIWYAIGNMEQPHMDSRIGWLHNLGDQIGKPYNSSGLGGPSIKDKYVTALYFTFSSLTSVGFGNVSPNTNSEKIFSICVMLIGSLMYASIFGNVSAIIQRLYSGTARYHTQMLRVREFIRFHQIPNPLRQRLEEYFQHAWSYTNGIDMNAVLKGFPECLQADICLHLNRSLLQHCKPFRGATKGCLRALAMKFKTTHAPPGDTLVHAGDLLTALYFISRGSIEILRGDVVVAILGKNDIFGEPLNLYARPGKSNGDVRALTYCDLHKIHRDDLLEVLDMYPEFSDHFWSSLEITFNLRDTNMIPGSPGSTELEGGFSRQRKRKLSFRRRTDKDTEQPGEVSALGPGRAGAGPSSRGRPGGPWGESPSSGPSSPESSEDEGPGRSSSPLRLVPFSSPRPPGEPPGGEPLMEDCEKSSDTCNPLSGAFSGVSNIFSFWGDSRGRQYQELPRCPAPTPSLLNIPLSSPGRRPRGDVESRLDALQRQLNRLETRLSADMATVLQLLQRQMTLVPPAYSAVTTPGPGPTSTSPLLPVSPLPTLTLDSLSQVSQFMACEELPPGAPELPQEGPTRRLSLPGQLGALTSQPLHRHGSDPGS
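U2OS cells transduced with wild-type KCNH2 virus are loaded with FluxOr dye for 45 min, and thallium flux is measured in kinetic reads before and after stimulation buffer. Rate constants are normalized to DMSO controls.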
S-ASM inh: blocks human secretory acid sphingomyelinase | Potency, µM (titrated, usually from 57.5 µM), for the others: at the highest dose activity change, negative = inhibition, usual class: inhibitors | 340,000 tested, 0.006% active | AID 504937 | P17405 | placental ASM, HMU-PC fluorogenic substrate, 60 min; further: potency means the concentration at half of the fitted maximal effect
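Human placenta-derived ASM preincubated with compound 10 min at room temperature, then reacted with 9 uM (final) fluorogenic HMU-PC substrate for 60 min at 37 C. Stop solution raises pH to 10; fluorescence read at Ex 386/Em 447 nm.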
Starred values were filed as active, the others as inactive; i = inactive; ? = inconclusive; · = not tested or not shown; [ ] = remark or other dose. Unless noted, the call rests on the fitted dose curve; in most records, active means well fitted curve in the direction sought with a large enough effect; inconclusive means small, poorly fitted or top-dose-only effect, or another doubt; inactive means no such curve, though single readings can be large; an effect the other way counts as inactive or inconclusive.

SMILES	TRPV1 agonist	AT treatment	MBNL1 CUG block	GALK inhibitor	KCNH2 3.1 inh	Integrin act MD	FBPA coupling cs	CXXC DNA block	KCNH2 WT inh	S-ASM inh
O=C(Nc1ccccc1)OCCc1ccccn1	·	·	·	·	-21	18%	·	·	-2	3%
O=C1C2CCCN2C(c2ccccc2)N1c1ccc(F)cc1 (configuration not stated)	·	10%	4%	2%	11	5%	6	0%	-5	3%
COc1ccc([N+](=O)[O-])cc1NC(=O)COC(=O)/C=C/c1ccco1	4	6%	?	0%	-10	-27%	-3	-2%	-5	1%
COc1cc(NC(=O)CN2C(=O)NC(C)(c3ccccc3)C2=O)c(C)cc1[N+](=O)[O-] (configuration not stated)	-2	2%	43%[activator]	1%	1	-2%	-1	-3%	-4	-1%
CCN1CCCC1CNC(=O)Cn1ncc2c(=O)oc3ccc(C)cc3c21 (configuration not stated)	1	4%	-6%	0%	-4	-9%	3	2%	6	0%
COc1ccc(Oc2coc3c(CN4CCOCC4)c(O)ccc3c2=O)cc1	-1	-3%	0%	1%	-23	-14%	3	-1%	-5	8%
Fc1ccc(Nc2nnc(C(F)(F)F)s2)cc1Cl	20	4%	0%	-2%	0	-63%[inhibitor]	1	1%	0	-6%
CCOc1ccc(NC(=O)CSc2nnc(-c3ccco3)n2N)cc1	1	-3%	-7%	3%	19	-7%	·	9%	0	0%
COC(=O)[C@H](C)NC(=O)Nc1ccc(S(N)(=O)=O)cc1	1	4%	-2%	3%	-15	-11%	2	-2%	-16	0%
O=c1c2ccccc2nc(-c2ccccc2)n1Cc1ccc(Cl)cc1	-5	-9%	-2%	-3%	-22	8%	6	0%	-8	-7%
Cc1ccc(-n2nnnc2SCc2ccccn2)cc1C	?	1%	4%	-4%	-45	4%	6	5%	-7	0%
CC(C)c1nnc(NC(=O)CS(=O)(=O)Cc2ccccc2)s1	-2	0%	2%	2%	-4	-15%	0	-8%	i	1%
COc1cccc(CN2CC(C(=O)N3CCCCCC3)CCC2=O)c1 (configuration not stated)	7	-6%	-9%	3%	15	?	·	2%	2	·
O=C(CSc1nnc(-c2ccco2)n1-c1ccccc1)N1CCN(C(=O)c2ccco2)CC1	-1	6%	-10%	1%	-2	2%	1	5%	-4	5%
O=C(NCC1CCCO1)C(=O)N/N=C/c1cc(Cl)ccc1O (configuration not stated)	3	-1%	10%	11%	2	-2%	4	19%	0	4%
O=C(Nc1ccc(OC(F)F)cc1)c1ncc(Cl)c(Cl)c1Cl	8	-19%	-6%	0%	7	-2%	2	?	10	4%
O=C(COc1ccc(Cl)cc1Cl)N1CCN(c2ccccn2)CC1	1	5%	-2%	-2%	-20	-9%	1	-5%	-7	0%
CN1CCN(c2ccc(S(=O)(=O)N3CCOCC3)cc2NC(=O)Cc2ccccc2F)CC1	2	0%	·	·	-13	13%	·	·	10	0%
CC1CCN(C(=O)CN2C(=O)NC(C)(c3ccc4ccccc4c3)C2=O)CC1 (configuration not stated)	·	-4%	·	·	-5	-8%	·	·	-6	-1%
CCCCc1ccc(NC(=S)N2CCCC(C)C2)cc1 (configuration not stated)	?	2%	1%	-1%	-22	-61%[inhibitor]	0	2%	0	0%
CCCCCC(=O)Nc1ccc(C(=O)COC(=O)Cn2cnc3c2c(=O)n(C)c(=O)n3C)cc1	-1	8%	·	·	1	7%	·	·	-2	-2%
O=C(NC(=S)Nc1nc(-c2ccc(Cl)cc2)cs1)c1cccs1	-4	2%	-1%	0%	25	12%	-1	16%	-6	-4%
CS(=O)(=O)Nc1ccc(C(=O)NCc2ccco2)cc1	0	-7%	2%	-1%	0	8%	1	9%	36	2%
Cc1ccc(C(=O)NC2CCN(CC(=O)Nc3ccccc3Cl)CC2)cc1	14	-11%	-7%	2%	22	?	2	3%	15	-1%
O=Cc1cc(Cl)ccc1OCCN1CCC(Cc2ccccc2)CC1	-1	20%	-9%	-1%	-105*	-7%	0	-4%	?	-2%
Cc1ccc(NS(=O)(=O)c2c(C)[nH]c(C)c2C(=O)N2CCCCC2)c(Cl)c1	0	15%	-1%	2%	7	5%	·	12%	-4	1%
CC1(C)Cc2c(cnn2-c2ccc(F)cc2)C(NC(=O)C(C)(C)O)C1 (configuration not stated)	-3	-2%	6%	-4%	14	0%	-3	-6%	-8	2%
CN(/N=C/c1ccc(O)cc1O)c1nc(-c2ccccc2)cc(-c2ccccc2)n1	13	35%	2%	0%	-8	-24%	-3	8%	4	-2%
CCOc1ccc(-n2c(SCC(=O)Nc3cc(C(=O)O)ccc3Cl)nc3ccccc3c2=O)cc1	3	-8%	-6%	0%	-6	23%	7	-8%	-21	3%
Oc1c(Br)cc(Br)cc1C=Nc1ccc2c(c1)OCO2	-1	-2%	5%	-1%	-6	-24%	-3	4%	8	-2%
CC(C)C(=O)Nc1ccc(C(=O)NNC(=S)NC(=O)c2ccccc2[N+](=O)[O-])cc1	1	-1%	?	-3%	0	-17%	-5	?	-4	5%
CC(=O)c1cccc(NC(=O)C2COc3ccccc3O2)c1 (configuration not stated)	?	2%	-7%	2%	2	-19%	-1	9%	1	-1%
CCN(Cc1ccccc1)C(=O)c1cc2c(=O)oc3ccc(C)cc3c2s1	-5	5%	9%	1%	0	2%	-5	-23%	-3	-10%
COc1ccc(S(=O)(=O)N2CCN(c3ncccn3)CC2)cc1[N+](=O)[O-]	?	-5%	-3%	6%	7	-15%	7	-5%	8	-3%
O=C(Nc1ccc(NC(=O)c2cc3ccccc3o2)cc1)c1ccco1	-1	1%	3%	4%	-75*	-3%	0	10%	-9	-1%
Cn1cnnc1SCCNS(=O)(=O)c1ccccc1	3	3%	1%	2%	1	21%	-1	5%	-6	-1%
CN1C(=O)C2(C(C#N)=C(N)N(c3ccc(Cl)cc3)C3=C2C(=O)CC(C)(C)C3)c2ccccc21 (configuration not stated)	2	1%	-1%	0%	0	21%	1	5%	-8	0%
CCCc1ccc(Oc2cc(NN3CCCCC3)c([N+](=O)[O-])cc2[N+](=O)[O-])cc1	3	8%	-2%	·	29	28%	1	-4%	-7	-4%
Cc1ccc(S(=O)(=O)N2CCCCC2)cc1NC(=O)COC(=O)Cc1cccc(C(F)(F)F)c1	4	5%	?	2%	-1	2%	0	1%	4	0%
CC(C)c1nc(SCC(=O)Nc2nccs2)c2ccccc2n1	-2	3%	6%	-2%	5	-38%	-7	-7%	-3	-4%
Cc1ccc(S(=O)(=O)CCC(=O)OCC(=O)NC(C)c2ccccc2)cc1 (configuration not stated)	-1	-3%	·	·	6	?	·	·	-15	-2%
CCOc1ccc(N=c2scc(-c3ccccc3)n2CCO)cc1	-5	·	5%	-1%	-5	-29%	1	-13%	1	-1%
CN(C)C(=O)CCc1ccc2c3c([nH]c2c1)[C@]1(CCc2ccccc2)[C@@H](C(=O)N2CCCCC2)C[C@H](CC(=O)NCCc2ccccn2)C(=O)N1CC3	·	0%	·	·	-9	34%	·	·	-1	0%

Random excerpt: two compounds from above.
SMILES	TRPV1 agonist	AT treatment	MBNL1 CUG block	GALK inhibitor	KCNH2 3.1 inh	Integrin act MD	FBPA coupling cs	CXXC DNA block	KCNH2 WT inh	S-ASM inh
CCN(Cc1ccccc1)C(=O)c1cc2c(=O)oc3ccc(C)cc3c2s1	-5	5%	9%	1%	0	2%	-5	-23%	-3	-10%
CCOc1ccc(N=c2scc(-c3ccccc3)n2CCO)cc1	-5	·	5%	-1%	-5	-29%	1	-13%	1	-1%

Four compounds from above, arranged by molar mass, lowest first.
SMILES	TRPV1 agonist	AT treatment	MBNL1 CUG block	GALK inhibitor	KCNH2 3.1 inh	Integrin act MD	FBPA coupling cs	CXXC DNA block	KCNH2 WT inh	S-ASM inh
COc1ccc(S(=O)(=O)N2CCN(c3ncccn3)CC2)cc1[N+](=O)[O-]	?	-5%	-3%	6%	7	-15%	7	-5%	8	-3%
CCCc1ccc(Oc2cc(NN3CCCCC3)c([N+](=O)[O-])cc2[N+](=O)[O-])cc1	3	8%	-2%	·	29	28%	1	-4%	-7	-4%
CC(C)C(=O)Nc1ccc(C(=O)NNC(=S)NC(=O)c2ccccc2[N+](=O)[O-])cc1	1	-1%	?	-3%	0	-17%	-5	?	-4	5%
CN(C)C(=O)CCc1ccc2c3c([nH]c2c1)[C@]1(CCc2ccccc2)[C@@H](C(=O)N2CCCCC2)C[C@H](CC(=O)NCCc2ccccn2)C(=O)N1CC3	·	0%	·	·	-9	34%	·	·	-1	0%

Screens deposited in PubChem BioAssay by National Center for Advancing Translational Sciences (NCATS).
